Screening data deposited in PubChem by several laboratories.
Myeloid diff 2: induction of myeloid progenitor differentiation, primary screen, cell-based, flow cytometry, MLPCN library. ER-HoxA9 myeloid progenitors, lysozyme-GFP differentiation. calls only at 10 µM. 360,000 compounds, 1% hits;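 active means normalized GFP-positive differentiation at or above the plate's own cutoff, the solvent-only control mean plus 3 SD; inconclusive means no clear call, values can overlap the other calls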;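 further: cells exposed to compound for four days before flow analysis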
Dengue-2 NS5 capping: Dengue-2 NS5 methyltransferase inhibitors, primary screen, biochemical, confirmation dose response (AID 588689); Genome polyprotein (Dengue virus type 2 (strain 16681-PDK53)); 340,000 compounds, 0.3% hits; inhibition, % at 25 µM; hits with a dose series show IC50 in µM; Dengue-2 NS5 methyltransferase capping enzyme assay, biochemical; higher % means a stronger effect; in the data active means a potency from the dose series; inconclusive means inhibition above about 29% without an active follow-up result
Dengue-2 NS5 capping pilot replicate: second read-out of Dengue-2 NS5 capping, no call of its own (marks repeat the call); inhibition, %; measured here: pilot screen replicate inhibition
Myeloid diff 2 GFP+ MAC1+ %: recorded beside Myeloid diff 2, whose call it bears; GFP+ MAC1+ double positive, %; measured here: differentiation confirmed by MAC1 staining
Numbers without * were called inactive; i = inactive; u = inconclusive; x = no result given; + = active, no number. Some of the compounds tested (hit frequency here may not be typical).

SMILES	Myeloid diff 2	Myeloid diff 2 GFP+ MAC1+ %	Dengue-2 NS5 capping	others
CC(C)NC(=O)Nc1ccc2c(c1)C(=O)N([C@H](C)CO)C[C@H](C)[C@@H](CN(C)S(=O)(=O)c1cccs1)O2	i	0.9	-5.5%
COc1ccc(/C=C(/C(=O)N2CCCCC2C(=O)O)c2ccc(OC)c(OC)c2)cc1 (stereo unspecified)	i	2.0	-7.6%
COc1ccc(-c2csc(NC(C)c3nc4cc(C(F)(F)F)ccc4n3CCOCCO)n2)cc1 (stereo unspecified)	i	1.3	-12.0%
CC1CCN(C(=O)c2cccc(S(=O)(=O)N3CCN(c4ccccc4)CC3)c2)CC1	i	0.4	0.0%
CCOc1ccc(C(=O)NCC(=O)N2CCCCCCC2)cc1OCC	i	0.4	-1.4%
C[C@@H]1CN([C@H](C)CO)C(=O)CCCn2nncc2CO[C@@H]1CN(C)C(=O)Nc1cccc2ccccc12	i	0.6	-0.6%
CCN(CC)C(=O)C1=C(C)N(Cc2ccccc2)C(=O)C(CC(=O)NCCN2CCOCC2)C1 (stereo unspecified)	i	0.7	-3.4%
COc1ccc([C@@H]2CC=C(C(=O)O)[C@H](c3ccccc3F)N2S(=O)(=O)c2ccccc2C)cc1	i	1.4	-0.8%
CCN(c1ccccc1)S(=O)(=O)c1ccc(C(=O)N2CCN(c3ccccc3F)CC2)cc1	i	0.4	4.6%
CCN(C(=O)COC(=O)CCCc1nc2ccccc2s1)c1c(N)n(Cc2ccccc2)c(=O)[nH]c1=O	i	0.6	0.7%
Cc1ccccc1S(=O)(=O)N1[C@@H](c2ccc(Br)cc2)C(C(=O)O)=CC[C@H]1c1ccc(Cl)cc1	i	1.4	41.4µM*
CCN(CC)C(=O)[C@H]1CC(CC(=O)NCCC2=CCCCC2)C(=O)N2CCc3c([nH]c4ccccc34)[C@]12C (stereo partly specified)	i	1.1	-5.0%	Dengue-2 NS5 capping pilot replicate=-7.0
O=C(c1ccc(OCc2cn3ccccc3n2)cc1)N1CCN(S(=O)(=O)c2ccccc2F)CC1	i	0.7	-3.6%
N#CN1CCC(NS(=O)(=O)c2ccc(C(F)(F)F)cc2)C1 (stereo unspecified)	i	1.0	-4.8%
O=C(NN=Cc1ccc2c(c1)CCC2)c1ccccc1O	i	1.5	-4.0%
O=C(CCC(=O)c1cccs1)NNC(=O)c1cc(Cl)ccc1Cl	i	0.2	-6.4%
Cc1c(C)n2c(SCC(=O)NC3CCCC3)nnc2[nH]c1=O	i	0.7	-5.1%
O=C(/C=C/c1ccccc1)NCCc1c[nH]c2ccccc12	i	0.5	0.8%
COc1ccc(C(=O)OCC(=O)c2ccc3[nH]c(=O)[nH]c3c2)c(OC)c1OC	u	x	-3.7%
c1ccc(COc2ncnc3c2ncn3CCCNC2CCN(Cc3ccccc3)CC2)cc1	i	1.9	-6.8%
COc1ccccc1C(=O)Nc1ccc(S(=O)(=O)N(C)c2ccccc2)cc1	i	0.3	6.1%
Cc1ccc(S(=O)(=O)NCCNS(=O)(=O)c2ccccc2Br)cc1	i	2.3	-0.3%	Dengue-2 NS5 capping pilot replicate=-2.7
O=C(C[C@H]1C/C=C\CC[C@H](Cc2ccc(F)cc2)C(=O)OC[C@@H](Cc2c[nH]c3ccccc23)NC1=O)NCCO	i	2.5	-15.7%
O=C(O)c1ccccc1	i	2.7	-3.5%
O=C(COC(=O)c1ccc(S(=O)(=O)NCc2ccco2)cc1)NCc1ccc(F)cc1	i	1.1	-1.5%
COc1ccc(C(=O)COC(=O)c2ccccc2O)c(OC)c1	i	0.9	-2.9%
COc1cc(Cl)c(C)cc1NC(=O)c1ccccc1NC(=O)CN1CCN(c2ccccn2)CC1	i	0.9	-8.2%
C=CCOc1ccc(CN(C)C(=O)c2ccc(CNS(=O)(=O)c3ccc(C)c(C)c3)cc2)cc1	i	0.4	-17.0%
c1nc(NCc2ccc3c(c2)OCO3)c2cc(-c3ccc4c(c3)OCCO4)ccc2n1	i	0.8	0.8%
C#CCNCCS(=O)(=O)N(Cc1ccc(Br)cc1)[C@@H](C)C(=O)O	i	0.2	-4.6%
NC(=S)N=Nc1ccc(O)cc1	i	3.5	8.9%
O=C(OCC(=O)N1CCN(c2ccccc2)CC1)c1ncc(Cl)c(Cl)c1Cl	i	1.0	-2.2%
COc1ccc(CN(C)c2ccc(S(=O)(=O)N3CCN(C)CC3)cc2[N+](=O)[O-])cc1OC	i	1.5	-0.7%
O=C(NOCc1ccccc1)c1ccc(Cl)cc1Cl	i	0.1	-1.5%
COc1ccc2sc(-c3ccccc3OC)c(-c3ccc(OC)c(F)c3)c2c1	i	0.4	-4.2%
Cc1ncc(C(O)c2ccccc2)n1Cc1ccccc1 (stereo unspecified)	i	0.7	5.1%

As a short view, some entries already given:
SMILES	Myeloid diff 2	Myeloid diff 2 GFP+ MAC1+ %	Dengue-2 NS5 capping	others
O=C(COC(=O)c1ccc(S(=O)(=O)NCc2ccco2)cc1)NCc1ccc(F)cc1	i	1.1	-1.5%
COc1ccc(C(=O)COC(=O)c2ccccc2O)c(OC)c1	i	0.9	-2.9%
COc1cc(Cl)c(C)cc1NC(=O)c1ccccc1NC(=O)CN1CCN(c2ccccn2)CC1	i	0.9	-8.2%

More entries follow:
SMILES	Myeloid diff 2	Myeloid diff 2 GFP+ MAC1+ %	Dengue-2 NS5 capping	others
Cc1ccnc(NC(=O)c2cccc(S(=O)(=O)N3CCOCC3)c2)c1	i	0.7	0.7%
C[C@@H]1CN([C@H](C)CO)C(=O)CCCn2nncc2CO[C@H]1CN(C)Cc1ccc(-c2ccccc2)cc1	i	0.5	1.1%
COc1ccc(CNC(=O)COC(=O)c2cccc(S(=O)(=O)N3CCOCC3)c2)cc1	i	0.4	-6.2%
COc1ccc(N2CC(NS(=O)(=O)c3ccc(F)cc3)CC2=O)cc1 (stereo unspecified)	i	0.1	-6.6%
O=C(NCCC(=O)N1CCN(c2ccccc2O)CC1)c1ccc(Cl)cc1	i	0.2	0.0%
O=C(CSc1nc2[nH]c(=O)cc(O)c2s1)Nc1ccc(Br)cc1	i	1.0	11.0%
N=C1CCCC1C(=S)SCCC(N)=O (stereo unspecified)	i	0.9	0.0%
COc1ccc(C(CNC(=O)C2COc3ccccc3O2)N2CCCC2)cc1 (stereo unspecified)	i	0.3	-2.3%
CN1N=C(C(=O)N=c2sc3ccccc3n2C)CCC1=O	i	0.2	-4.6%
Cc1nnc(SCC(=O)Nc2cccnc2Cl)s1	i	0.7	2.9%
O=C(Nc1cccc(S(=O)(=O)N2CCOCC2)c1)c1cccc(S(=O)(=O)N2CCCC2)c1	i	0.8	-6.5%
CCCCc1nnc(NC(=O)Cc2ccc(OC)c(S(=O)(=O)N3CCOCC3)c2)s1	i	0.5	-1.4%

Retrieved by compound from above, 2 records:
SMILES	Myeloid diff 2	Myeloid diff 2 GFP+ MAC1+ %	Dengue-2 NS5 capping	others
CN1N=C(C(=O)N=c2sc3ccccc3n2C)CCC1=O	i	0.2	-4.6%
COc1ccc(N2CC(NS(=O)(=O)c3ccc(F)cc3)CC2=O)cc1 (stereo unspecified)	i	0.1	-6.6%

Continuation:
SMILES	Myeloid diff 2	Myeloid diff 2 GFP+ MAC1+ %	Dengue-2 NS5 capping	others
COCCn1c(SCC(=O)Nc2c(C)n(C)n(-c3ccccc3)c2=O)nc2ccccc2c1=O	i	1.0	1.5%
CC(C)c1cccc(C2=CC(=O)C[C@H](c3ccc4c(c3)OCO4)C2)c1	i	1.5	2.4%
CC1(C)NC(=O)N(CC(=O)N2CCN(c3ccc([N+](=O)[O-])cc3)CC2)C1=O	i	0.5	-9.5%
COc1ccc(CC(=O)Nc2ccc(S(=O)(=O)N3CCCC3)cc2)cc1OC	i	0.8	8.9%
COc1ccc(C(CNC(=O)c2cccc(S(=O)(=O)Nc3ccccc3OC)c2)N2CCOCC2)cc1 (stereo unspecified)	i	0.6	-4.3%
CCOC(=O)[C@H]1[C@H]2COc3ccc(OC)cc3[C@@H]2N2C(=O)CN(Cc3ccc(C)cc3)C(=O)[C@@]12C	i	1.3	-1.0%
Cc1ccc(NC(=O)COC(=O)C2CCC2)cc1S(=O)(=O)N1CCCCC1	i	0.6	-5.0%
O=C(/C=C/c1ccc([N+](=O)[O-])cc1)OCC(=O)c1ccc[nH]1	i	1.0	4.0%
CC1CCC2(CC1)NC(=O)N(CC(=O)N1c3ccccc3CC1C)C2=O (stereo unspecified)	i	0.8	-1.6%
O=C(COC(=O)c1cc(S(=O)(=O)N2CCOCC2)c(Cl)cc1Cl)NC1CC1	i	1.5	3.3%
CC1=C(C(N)=O)C(c2ccc3c(c2)OCO3)n2nc(-c3cccc(C)c3)nc2N1 (stereo unspecified)	+	2.0*	-8.9%
O=C(CN1C(=O)NC2(CCCC2)C1=O)OCCOc1ccc(Cl)cc1Cl	i	0.7	-7.2%
Cc1ccc(OCCC(=O)OCC(=O)Nc2c(C)nn(-c3ccccc3)c2C)cc1	i	1.4	2.9%
Cc1c(NC(=O)c2ccc(S(=O)(=O)Nc3ccccc3F)cc2)c(=O)n(-c2ccccc2)n1C	i	0.7	3.5%
CC1=C(C(=O)N(C)C)CC(CC(=O)NCCCCc2ccccc2)C(=O)N1Cc1ccccc1 (stereo unspecified)	i	0.4	-4.6%
O=[N+]([O-])c1cc(-c2csc(NCCc3nc4cc(Cl)c(N5CCCCC5)cc4n3CCCO)n2)ccc1Cl	i	2.4	2.5%
CC1CCCN(C(=O)CSc2nnc3ccccn23)C1 (stereo unspecified)	i	1.3	5.8%
COc1ccccc1C(=O)NC(=O)COC(=O)c1ncc(Cl)c(Cl)c1Cl	i	0.8	-4.4%
CCOC(=O)C1=CNS(=O)(=O)NC1c1cccc(O)c1 (stereo unspecified)	i	0.7	-1.0%	Dengue-2 NS5 capping pilot replicate=-2.1
CCN1CCN(C(=O)CCN2C(=O)c3ccccc3S2(=O)=O)CC1	i	0.6	0.7%
Oc1ccc(-c2nc(-c3ccc(F)cc3)c(-c3ccncc3)[nH]2)cc1	i	1.2	-0.7%
C[C@H]1CN([C@@H](C)CO)C(=O)c2cc(Br)cnc2O[C@H]1CN(C)C(=O)c1cccnc1	i	0.4	-2.8%
O=C1CC[C@@H]2CC3(C[C@@H]4CCN1[C@H]24)Nc1cc(Cl)ccc1NC3=NC1CCCCC1 (stereo partly specified)	i	1.7	-2.4%
CCN(CC)CCNC(=O)c1ccc(NC(=O)C2CC(=O)N(CCc3ccc(OC)c(OC)c3)C2)cc1 (stereo unspecified)	i	1.1	1.5%
Cc1ccc(S(=O)(=O)N2CCC(C(=O)N3CCCCCCC3)CC2)cc1	i	0.3	-11.5%
COc1ccccc1C=NNC(=O)c1ccccc1OCCOc1ccccc1	i	0.3	8.8%
Cc1cccc(C)c1C(=NCCN(C)C)c1ccccc1	i	0.4	1.6%
Cc1ccc(S(=O)(=O)N2CCOCC2)cc1NC(=O)COC(=O)/C=C/c1ccco1	i	0.6	-5.2%
O=C(COC(=O)c1n[nH]c(=O)c2ccccc12)Nc1cccc(S(=O)(=O)N2CCOCC2)c1	i	0.5	2.2%
O=C(NCCNC(=O)c1ccccc1[N+](=O)[O-])c1ccccc1[N+](=O)[O-]	i	0.6	-3.8%
O=C(COC(=O)C1(c2ccccc2)CCCC1)N1CCNC1=O	i	1.8	-4.8%
Cc1ccc(C(C)C)cc1-n1nnc(-c2cccc(Cc3ccc4ccccc4c3)c2)c1C(C)O (stereo unspecified)	i	0.4	-4.5%
COc1ccc([C@H]2CC(=O)C=C(c3ccccc3C(F)(F)F)C2)cc1	i	0.5	-2.7%
COC(=O)C(Cc1c[nH]c2ccccc12)NC(=O)c1cccc(S(=O)(=O)N2CCCCC2)c1 (stereo unspecified)	i	0.5	1.6%
O=C(CCCOc1ccccc1)Nc1ccc(Br)cc1	i	0.7	3.2%
CC(C)(C)NC(=O)CSc1ccc(S(=O)(=O)N2CCOCC2)cn1	i	0.6	-3.0%

Entries from the list above with a COOH group, in the order listed:
SMILES	Myeloid diff 2	Myeloid diff 2 GFP+ MAC1+ %	Dengue-2 NS5 capping	others
COc1ccc(/C=C(/C(=O)N2CCCCC2C(=O)O)c2ccc(OC)c(OC)c2)cc1 (stereo unspecified)	i	2.0	-7.6%
COc1ccc([C@@H]2CC=C(C(=O)O)[C@H](c3ccccc3F)N2S(=O)(=O)c2ccccc2C)cc1	i	1.4	-0.8%
Cc1ccccc1S(=O)(=O)N1[C@@H](c2ccc(Br)cc2)C(C(=O)O)=CC[C@H]1c1ccc(Cl)cc1	i	1.4	41.4µM*
O=C(O)c1ccccc1	i	2.7	-3.5%
C#CCNCCS(=O)(=O)N(Cc1ccc(Br)cc1)[C@@H](C)C(=O)O	i	0.2	-4.6%

Next part.
SMILES	Myeloid diff 2	Myeloid diff 2 GFP+ MAC1+ %	Dengue-2 NS5 capping	others
CCOc1ccccc1OCC(=O)OCc1csc(CC(=O)Nc2ccccc2C)n1	i	0.7	0.7%
CCc1noc(C)c1C(=O)Nc1nc(-c2ccc(OC)c(OC)c2)cs1	i	1.5	-4.4%
CC1C(=O)N(Cc2cn(CCC3OCCCO3)nn2)CCS(=O)(=O)N1Cc1ccc(-c2ccc(Cl)c(Cl)c2)cc1 (stereo unspecified)	i	3.8	6.4%
COc1cc2nc(CN3CCN(S(=O)(=O)c4ccc(Br)cc4)CC3)[nH]c(=O)c2cc1OC	i	1.0	2.9%
CCC1Nc2ncnc(N3CCCCC3)c2N(Cc2ccc(Br)cc2)C1=O (stereo unspecified)	i	0.6	5.6%
CC1CC1C(=O)OCC(=O)Nc1ccc(S(=O)(=O)N2CCOCC2)cc1 (stereo unspecified)	i	0.8	-12.4%
O=C(CCCOC(=O)c1ccc(O)cc1)c1ccccc1	i	1.3	9.7%
COc1ccc(C(CNC(=O)CNC(=O)c2cccc(F)c2)N2CCOCC2)cc1 (stereo unspecified)	i	0.1	-4.0%
